hDAT+cocaine – changed hDAT dopamine uptake under cocaine IC80, either direction, primary screen, cocaine antagonist project, cell-based, LLC-PK1 hDAT, [14C]-dopamine uptake, MLSMR | LLC-PK1 hDAT cells, [14C]-dopamine uptake with cocaine IC80; actives deviate in either direction | B-score at 10 µM | 110,000 compounds, 1.3% hits | AID 449768, 2010;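 active = Z score or B-score, a plate-position-corrected score, falls beyond the plate's 99.7% confidence bounds, in either direction; inactive = both scores lie inside the 99.7% bounds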;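 also: scored against the spread of the other compound wells on the same plate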
Pyk2 oligo antag – antagonists of Pyk2 self-association, primary screen, Q293 cells, FERM NanoBiT luminescence, HTS | Protein-tyrosine kinase 2-beta (Homo sapiens), Q14289 | 99,000 compounds, 0.83% hits | z-score (the deposit names both 25 µM and 10 µM) | active compounds read low;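 active = Z-score of -3 or lower, scaled per plate to the spread of control and sample wells; inactive = z-score above -3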;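 also: negative z-score means lost luminescence so less FERM oligomerization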
* marks the source's active call; other numbers are inactive results.

SMILES	hDAT+cocaine	Pyk2 oligo antag
Cc1cc(NC(=O)CCN2C(=O)C3C4CCC(C4)C3C2=O)cc(C)c1Br (stereo unspecified)	1.1	0.57
Cc1ccc(C)c(NC(=S)N2CCCCCC2)c1	-0.36	0.54
COC(=O)N/N=C(C)/C=C/c1ccccc1	0.0039	-0.67
CC(=O)c1cc(C#N)c(Oc2ccccc2)nc1C	-0.24	-0.17
COC(=O)c1cc(NC(=O)CN(c2ccc(OC)cc2)S(=O)(=O)c2ccc(F)cc2)ccc1Cl	-0.76	-1.5
O=C(NC(=S)NCC1COc2ccccc2O1)c1ccccc1 (stereo unspecified)	0.2	0.44

Screening results (PubChem BioAssay)

The list is partial, so the mix of outcomes need not match the whole.
